ER stress surv – ER stress cell death inhibition; CSM14.1 thapsigargin ER stress survival, ATP luminescence; relative survival (cellular ATP), % at 15 µg/mL (by protocol); 48,000 tested, 0.33% active; AID 1010;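 active = survival measured by cellular ATP above 50% at 15 µg/ml in the first screen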;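 also: cell death triggered by about 15 µM thapsigargin; ATP read 24 h after thapsigargin was added; plate controls were thapsigargin with DMSO for no effect and DMSO without thapsigargin for full effect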
* = called active by the depositor.

SMILES	ER stress surv
COc1ccc(-c2cc(C(F)(F)F)n3nc(C(=O)N4CCN(C)CC4)cc3n2)cc1	-0.9
O=C(Nc1ccc(F)cc1F)N1CCN(Cc2ccc3c(c2)OCO3)CC1	0.1
Cc1ccc(-c2nc(N/N=C/c3ccc([N+](=O)[O-])cc3)c3ccccc3n2)cc1	4.9
COc1cc(NC(=O)CCCOc2ccc(Cl)cc2Cl)c2ncccc2c1	7.7
O=C1NC(=S)N(c2cccc(Br)c2)C(=O)/C1=C\c1cc(Cl)ccc1O	8.3
CCN(CC)c1ccc(NC(=O)COc2cc(C)c(Cl)c(C)c2)cc1	6.2
Cn1c(SCC(=O)N/N=C/c2ccccc2O)nc2ccccc21	4.0
CC(/C=N/NC(=O)C1CC1)c1ccccc1 (stereo unspecified)	20.6

(continued)
SMILES	ER stress surv
CCOc1cc(/C=c2\sc3nc4ccccc4n3c2=O)ccc1OC(C)c1ccccc1 (stereo unspecified)	14.7
CC1=NN(c2ccccc2)C(=O)C1C=C1C(=O)NC(=S)NC1=O (stereo unspecified)	-2.0
O=C1NC(=S)N(c2ccc(F)cc2)C(=O)/C1=C/c1ccc(-c2cccc(C(=O)O)c2)o1	-1.2
CCOc1cc(C(=O)N2CCN(c3ccc([N+](=O)[O-])cc3)CC2)cc(OCC)c1OCC	16.0
Nc1nc(-c2ccccc2Cl)cs1	1.5
CCN(CC)c1ccc(C(=O)N2CCN(c3ccccc3OC)CC2)cc1	28.7
COc1ccccc1N1CCN(/N=C/c2ccc(Br)s2)CC1	-3.8
O=C1C2C(C(=O)N1c1ccccc1Cl)C1C=CC2C12CC2 (stereo unspecified)	3.4

Further compounds follow.
SMILES	ER stress surv
Cc1ccc(OCCn2cc(C=C3C(=O)NC(=O)NC3=O)c3ccccc32)cc1C	-2.4
CCOc1ccc(N(CC(=O)NCCSCc2ccc(C)cc2)S(C)(=O)=O)cc1	4.0
COc1ccc2c(c1OC)C(=O)OC2Nc1ccc(C)cc1 (stereo unspecified)	3.6
Cc1ccc(-c2nc3ccc(C)cn3c2NC(=O)c2ccccc2)cc1	-2.5
N#CC(c1ccc(O)cc1)N1CCCCC1 (stereo unspecified)	4.5
COc1ccc(/C(C)=N\NC(=O)COc2cccc(Cl)c2)cc1OC	5.3
COc1ccccc1NCCC(=O)c1ccccc1	10.6
CC12CS(=O)(=O)CC1SC(=S)N2c1ccccc1 (stereo unspecified)	-1.2

Additional structures
SMILES	ER stress surv
CCc1ccc(S(=O)(=O)N=Nc2c(O)[nH]c3ccccc23)cc1	7.3
CC(=O)CC(=O)Nc1ccnn1-c1ccccc1	0.2
Cc1ccccc1N(CC(=O)N1CCOCC1)S(C)(=O)=O	10.4
CCc1ccc(-n2c(C)cc(/C=N/n3cnnc3)c2C)cc1	-3.5
C/C(=N\Nc1nc(C(C)(C)C)cs1)c1ccccc1	3.2
O=C1NC(=Nc2ccc(O)cc2)S/C1=C/C=C/c1ccccc1	-2.4
CC(C)(C)NC(=O)c1cccc(NC(=O)c2cccs2)c1	6.1
COc1cccc(NC(=O)CN(c2ccc(C)cc2)S(C)(=O)=O)c1	5.7

Next section:
SMILES	ER stress surv
COc1ccc(C(=O)Nc2nc(C34CC5CC(CC(C5)C3)C4)cs2)cc1	8.5
COC(=O)c1c(NC(=O)c2c(-c3ccccc3)noc2C)sc2c1CCCCC2	9.2
CCOc1c(C=C2C(=O)NC(=S)NC2=O)cccc1OC	3.1
COc1cc(C(=O)N2CCN(S(=O)(=O)c3ccccc3)CC2)cc(OC)c1OC	0.1
Oc1ccc(Br)cc1/C=N/Nc1cc(N2CCOCC2)nc(N2CCOCC2)n1	2.5
CCC(=O)Oc1ccc2c(C)cc(=O)oc2c1C	-4.9
CC12CC3CC(C1)CC(NC(=O)c1ccccn1)(C3)C2	21.7
COc1ccc(-c2nnc(SCC(=O)c3ccc(F)cc3)n2-c2ccccc2)cc1	1.3

Additional structures
SMILES	ER stress surv
CCOC(=O)C1=C(N)OC2=C(C(=O)CC(C)(C)C2)C1c1ccc(Cl)c(Cl)c1 (stereo unspecified)	2.4
CCCOc1ccc(C(CC(=O)c2ccc(Cl)cc2)S(=O)(=O)c2ccccc2)cc1 (stereo unspecified)	-1.9
NC(=O)c1ccc(NC(=O)c2ccc(I)cc2)cc1	0.9
CCC1C(c2ccc(Cl)cc2)NC(c2ccc(Cl)cc2)C(CC)C1O (stereo unspecified)	-6.2
CCCCOc1ccc(S(=O)(=O)N=Nc2c(O)n(C)c3ccccc23)cc1	-7.4
CCOC(=O)C1=C(C)NC(=O)CC1c1ccc([N+](=O)[O-])cc1 (stereo unspecified)	9.1
O=[N+]([O-])c1ccc(N2CCOCC2)c(-c2nn[nH]n2)c1	13.7
CCN1C(=O)/C(=C\c2ccc(-c3ccc([N+](=O)[O-])cc3)o2)SC1=S	6.9

(more compounds)
SMILES	ER stress surv
Cc1ccccc1NC(=O)/C(=C\c1c[nH]c2ccccc12)NC(=O)c1ccccc1	8.1
N/C(=N\OC(=O)c1ccc(Cl)cc1Cl)c1ccc(Cl)cc1	-0.5
COc1ccc2ccccc2c1-c1cc(C(=O)NN)[nH]n1	-1.0
COc1ccc(N(CC(=O)Nc2cccc(OC)c2)S(=O)(=O)c2ccc(C)cc2)cc1	16.3
O=C(O)C1C2CCC(O2)C1C(=O)Nc1cccc(F)c1 (stereo unspecified)	-12.6
COc1ccc2oc(=O)c(-c3csc(Nc4ccccc4)n3)cc2c1	15.6
CCc1c(C)sc(NC(=O)C2CC3CCC2C3)c1C#N (stereo unspecified)	15.2
COC(=O)C12CC3(C)CC(C)(CC(C)(C3)C1)C2	2.6

The list goes on:
SMILES	ER stress surv
COC(=O)c1ccccc1NC(=O)CN(c1cc(C)cc(C)c1)S(=O)(=O)c1ccccc1	11.1
CN1CCN(c2nc(-c3ccncc3)nc3ccccc23)CC1	-0.7
CC1CN(C)C(c2ccccc2)CC1=O (stereo unspecified)	-1.2
Cc1ccccc1OCCCCc1c(C)n[nH]c1C	-21.4
O=C1N=c2ccccc2=C1c1cc(-c2ccccc2)oc1O	4.8
CCSc1nnc2c(n1)OC(c1ccc(OCc3ccccc3)cc1)Nc1ccccc1-2 (stereo unspecified)	-2.7
CCOc1ccc2nc(SCC(=O)NC(C)c3ccccc3)sc2c1 (stereo unspecified)	-1.2
Cc1ccccc1OCC(=O)Nc1cccc(NC(=O)c2cccc(Cl)c2)c1	7.7

The listing continues.
SMILES	ER stress surv
COc1cccc(N2C(=O)/C(=C/c3ccccc3C(=O)O)SC2=S)c1	14.8
O=[N+]([O-])c1ccccc1S(=O)(=O)N1CCC(Cc2ccccc2)CC1	-0.6
CN(C)c1cccc(C(=O)Nc2cccc(Cl)c2)c1	-4.1
COc1ccc(C(=O)N2c3ccc(F)cc3CCC2C)cc1OC (stereo unspecified)	-0.2
COc1cc(/C=C2\NC(=S)NC2=O)ccc1OC(=O)C12CC3CC(CC(C3)C1)C2	9.2
O=[N+]([O-])c1ccc(NCCCNS(=O)(=O)c2ccc3ccccc3c2)cc1	5.6
CC(=O)NC1=NC(=O)/C(=C\C=Cc2ccccc2)S1	-0.9
O=c1c2ccccc2nc(/C=C/c2cccc([N+](=O)[O-])c2)n1-c1cccc2ccccc12	10.3

The list goes on:
SMILES	ER stress surv
COc1ccc(NC(=O)c2cc3cccc(OC)c3oc2=O)c(OC)c1	11.2
COc1ccc(/C=C/C(=O)c2cccc(Br)c2)cc1	8.2
CCSC1=C(C#N)C(c2ccc(Br)cc2)CC(=O)N1 (stereo unspecified)	-4.7
CC(=O)Nc1ccc(NC(=O)COc2ccc(Cl)cc2C)cc1	12.2
Cc1ccc(S(=O)(=O)Oc2ccc(Br)cc2C=C2C(=O)NC(=S)NC2=O)cc1	-4.4
COc1c(Cl)cc(/C=C2/SC(=S)N(c3ccccc3)C2=O)cc1Cl	3.0
CC(C)NC(=O)C12CC3CCC(CC(C3)C1)C2	10.4
O=C(NCCc1ccccc1)c1cncc(Br)c1	1.7

Structures listed so far that have a nitro group on carbon (8):
SMILES	ER stress surv
Cc1ccc(-c2nc(N/N=C/c3ccc([N+](=O)[O-])cc3)c3ccccc3n2)cc1	4.9
CCOc1cc(C(=O)N2CCN(c3ccc([N+](=O)[O-])cc3)CC2)cc(OCC)c1OCC	16.0
CCOC(=O)C1=C(C)NC(=O)CC1c1ccc([N+](=O)[O-])cc1 (stereo unspecified)	9.1
O=[N+]([O-])c1ccc(N2CCOCC2)c(-c2nn[nH]n2)c1	13.7
CCN1C(=O)/C(=C\c2ccc(-c3ccc([N+](=O)[O-])cc3)o2)SC1=S	6.9
O=[N+]([O-])c1ccccc1S(=O)(=O)N1CCC(Cc2ccccc2)CC1	-0.6
O=[N+]([O-])c1ccc(NCCCNS(=O)(=O)c2ccc3ccccc3c2)cc1	5.6
O=c1c2ccccc2nc(/C=C/c2cccc([N+](=O)[O-])c2)n1-c1cccc2ccccc12	10.3

Further compounds.
SMILES	ER stress surv
O=c1[nH]nc2c3cc([N+](=O)[O-])c(Cl)cc3n3c(c1-2)CCCCC3	10.2
CC(=O)Oc1ccc(-c2cccc(C(=O)OC(C)C)c2)cc1	0.6
CCOC(=O)c1ccc(-c2ccc(C(=O)Nc3cccc(NC(=O)c4ccccc4C)c3)o2)cc1	2.5
CC(=O)C(C)(C)/C(C)=N/N=C(\N)c1ccc(C)cc1	0.2
O=c1[nH]c(NNC(=S)Nc2ccccc2)nc2sc3c(c12)CCCC3	8.4
Cc1cccc(CSCc2nnc(NC(=O)Nc3ccc(Cl)cc3)s2)c1	12.4
COCCNC(=S)Nc1ccc(OC)cc1	5.8
CC(C)N1CCC(=NNC(=O)c2ccc(C(C)(C)C)cc2)CC1	-1.3

Additional entries
SMILES	ER stress surv
Cc1ccc(N2C(=O)c3ccccc3C2=O)cc1C	4.2
CN1C(=O)/C(=C\c2cc(Br)ccc2OCc2ccccc2)SC1=S	10.3
COc1ccc(CCNC2CC(=O)N(c3ccc(Br)cc3)C2=O)cc1 (stereo unspecified)	2.9
COC(=O)C1C(C(C)C)N(c2ccccc2)OC1(C)O (stereo unspecified)	2.5
O=C1C(C23CC4CC(CC(C4)C2)C3)C(=O)N(c2ccccc2)N1c1ccccc1	7.6
CC(=O)CC(=O)Nc1ccc(NC(=O)CC(C)=O)c(Cl)c1	5.1
O=C(COc1cccc(Cl)c1)NCc1ccco1	0.9
O=C(c1ccc(Cl)cc1)C(Sc1nnnn1-c1ccccc1)c1ccc([N+](=O)[O-])cc1 (stereo unspecified)	2.8

More compounds
SMILES	ER stress surv
O=C(CSc1nc2ccc(N3C(=O)c4ccccc4C3=O)cc2s1)c1ccc(F)cc1	-0.8
Cc1cc(C)n(C(=O)c2cc(=O)[nH]c3ccccc23)n1	9.1
Cc1ccc(C(=O)/C=C/c2ccc([N+](=O)[O-])cc2)s1	3.7
COc1ccc(OCCSc2nnnn2-c2ccccc2)cc1	5.3
CC(=O)c1c(C)[nH]c(C(=O)OCc2ccccc2)c1C	2.9
CCOC(=O)/C(C#N)=C/c1[nH]c2ccccc2c1OC(C)=O	2.4
O=C(NN=C1CCCC1)c1cccnc1	-5.9
COc1ccc(Cn2c(SC)nc(O)cc2=O)cc1	-3.1

The listing continues:
SMILES	ER stress surv
O=C(c1nc2nc(-c3ccccc3)cc(C(F)(F)F)n2n1)N1CCCCC1	3.2
COc1ccccc1CC(=O)Nc1cc(Cl)ccc1OC	7.8
Cc1ccc(NC(=O)CSc2nc(O)c(Cc3ccccc3)c(=O)n2-c2ccccc2)cc1	8.9
CC(C)CC(=O)N1CCC(Cc2ccccc2)CC1	9.6
NC(=S)n1[nH]c(-c2ccccc2)c(N=Nc2ccc(C(=O)O)cc2)c1=O	8.1
C=CCN1C(=O)/C(=C/c2ccc(C)cc2)C(=O)NC1=S	-2.0
Oc1ccccc1/C=N/N=C/c1ccccc1O	-0.3
Cc1cc(/C=C2/SC(=O)NC2=O)c(C)n1-c1ccc(C(C)(C)C)cc1	5.7

Additional entries
SMILES	ER stress surv
Cc1ccc(/C(O)=C2/C(=O)C(=O)N(CCCCCC(=O)O)C2c2cccc(F)c2)cc1 (stereo unspecified)	12.8
CCOc1cccc(/C=N/c2ccccn2)c1O	0.8
O=c1[nH]cc(Cc2ccc(O)cc2)c(=O)[nH]1	26.7
COc1ccc(Nc2cc(C)nc3c2ccc2ccccc23)cc1OC	-2.6
CCOC(=O)N/N=C(\C)c1ccc(O)cc1O	8.3
CCOc1ccc(NC(=O)/C=C\C(=O)O)cc1	-10.0
COc1cccc(/C=C2\SC(=S)N(c3cccc(C)c3C)C2=O)c1	11.1
COc1cc(OC)c(C2Nc3cccc4cccc(c34)N2)c(OC)c1	-13.6

New compounds follow:
SMILES	ER stress surv
COCCNC(=O)COc1cccc2ccccc12	2.0
COc1cc(NC(C)=O)ccc1NC(=O)c1ccco1	3.3
O=C(Nc1cc(Cl)cc(Cl)c1)c1ccc2c(c1)OCO2	0.3
O=C(CSCc1ccccc1)Nc1ccc(Br)cc1C(=O)O	0.6
Cc1ccc2nc(NC(=O)C3CC3c3ccccc3)sc2c1 (stereo unspecified)	5.3
COc1ccc(/C=C/C(=O)NC(=S)Nc2ccc(C(C)=O)cc2)cc1	1.7
COc1cc(NC(=O)COc2ccc(F)cc2)c(Cl)cc1NC(=O)c1ccccc1	8.0
CCOC(=O)c1cccc(NC(=O)c2ccc(Cl)cc2Cl)c1	7.0

(more compounds)
SMILES	ER stress surv
CC(=O)Oc1ccc(/C=C2\C=C(c3ccc(C)cc3)OC2=O)cc1	-0.6
COC(=O)CCC(=O)Nc1ccc(C)c(Br)c1	-2.9
Cc1sc(NC(=O)c2ccc(F)cc2)c(C(=O)O)c1C	-0.1
Cc1nnc(NS(=O)(=O)c2c(C(C)C)cc(C(C)C)cc2C(C)C)s1	1.3
COc1ccccc1NC(=O)/C(=C/c1ccco1)NC(=O)c1ccc(C)cc1	-5.9

These rows are one share of the data, so the mix of outcomes need not match the whole.
